# MOR-DOR ag – agonists of OPRM1-OPRD1 heterodimerization, primary screen, cell-based, luminescence; Mu-type opioid receptor (Homo sapiens) + Delta-type opioid receptor (Homo sapiens), …; cells; activation, % at 9.3 µM; 0.3% of 340,000 active; AID 504326, 2011; in the data active means activation above about 18%;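 further: 0% = vehicle-treated cells and 100% = reference agonist; values of inactives mirror those of a sister screen read the other way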
# Target sequence (P35372 whole entry, looked up): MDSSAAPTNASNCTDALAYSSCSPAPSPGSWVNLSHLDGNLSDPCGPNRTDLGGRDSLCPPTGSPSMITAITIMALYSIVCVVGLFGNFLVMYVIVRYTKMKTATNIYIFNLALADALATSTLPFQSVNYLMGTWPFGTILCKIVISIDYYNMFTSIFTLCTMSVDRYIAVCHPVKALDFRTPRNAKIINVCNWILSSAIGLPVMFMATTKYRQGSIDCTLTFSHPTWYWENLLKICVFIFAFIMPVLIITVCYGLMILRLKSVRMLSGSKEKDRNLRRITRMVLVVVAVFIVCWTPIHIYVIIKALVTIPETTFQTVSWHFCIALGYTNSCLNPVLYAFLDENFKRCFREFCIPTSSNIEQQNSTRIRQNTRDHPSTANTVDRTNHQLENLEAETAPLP
# Target sequence (P41143 whole entry, looked up): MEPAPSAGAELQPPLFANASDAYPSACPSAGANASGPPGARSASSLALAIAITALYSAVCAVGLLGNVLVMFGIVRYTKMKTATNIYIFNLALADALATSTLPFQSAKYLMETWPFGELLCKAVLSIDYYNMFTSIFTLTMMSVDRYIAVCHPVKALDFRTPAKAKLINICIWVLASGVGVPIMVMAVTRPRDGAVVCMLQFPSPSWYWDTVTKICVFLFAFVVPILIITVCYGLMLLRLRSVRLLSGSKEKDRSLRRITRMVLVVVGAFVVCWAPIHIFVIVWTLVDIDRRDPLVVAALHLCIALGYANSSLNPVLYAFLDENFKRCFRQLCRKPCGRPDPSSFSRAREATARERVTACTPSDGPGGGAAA
# Tat transport – E. coli Tat export inhibitors, primary screen, MC4100, TorA-mCherry reporter, fluorescence, single point | inhibition, % at 10 µM | 0.036% of 340,000 active;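 active means mean replicate inhibition at least 50% and at least half of replicates individually reaching 50%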;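 further: exported cargo escapes ClpAP degradation while cytoplasmic cargo is degraded and loses fluorescence; 0% = median of neutral control wells and 100% = median of NaSCN control wells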
# SUMO Mot1 rescue – yeast Mot1-301 growth rescue at high temperature, primary screen, SUMOylation pathway inhibitor project, S. cerevisiae, ATP luminescence, 38.5C. S. cerevisiae Mot1-301 growth rescue; percent above DMSO median, 100 means doubled. growth rescue, % at 18.8 µM. 1% of 320,000 active. AID 2716, 2010;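 active means every valid replicate shows activation above 250% relative to neutral control wells; inactive means the rest, any valid replicate at or below 250%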;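 further: OY570 slx delta 5 strain wells were the positive control but not used for scaling; some compounds called inactive have numbers as strong as hits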
# phage Ecoli inh – growth loss of phage-infected E. coli, primary screen, RecBCD inhibitor project, absorbance, with phage, HTS. inhibition, % at 11.9 µM. 0.26% of 360,000 active; in the data active means inhibition above about 11%
# Ecoli viability – E. coli V3065 growth inhibition, primary screen, counter-screen for AddAB inhibitor project, absorbance, OD600 | 18 h | inhibition, % at 11.9 µM | 0.27% of 330,000 active;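 active means inhibition above the campaign's mean inhibition across all tested compounds plus 3 SD, cut at about 9.9% in these data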;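 further: uninfected addAB+ strain grown without phage in ampicillin broth; 0% = DMSO wells and 100% = ciprofloxacin 0.95 µg/ml wells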
# DSG3 Ab inh – inhibitors of pemphigus antibody binding to DSG3, primary screen, biochemical, bead-based, flow cytometry, scFv-GFP; DSG3-coupled beads, scFv-anti-DSG3-GFP binding; hits give low values; binding (percent of control), % at 10 µM; 0.48% of 310,000 active; AID 588358, 2011;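 active means binding more than 3 SD below its plate's average and above zero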;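 further: hits lower antibody fragment binding to DSG3; some compounds called inactive have numbers as strong as hits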
# PfHsp90 set2 – growth inhibition of PfHsp90-expressing yeast, primary screen, antimalarial PfHsp90 inhibitor project, S. cerevisiae, BacTiter-Glo luminescence, single point, set 2; BacTiter-Glo ATP, 48 h; yeast lacking PDR1 and PDR3 efflux regulators; inhibition, % at 9.4 µM; 0.32% of 310,000 active;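 active means every replicate shows inhibition above about 80%, whatever the replicate mean, limit read from the data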;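 further: 0% = DMSO neutral controls and 100% = 20 µM radicicol positive controls; yeast relying on Plasmodium falciparum Hsp90 in place of its own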
# AddAB inh – growth inhibition of E. coli expressing H. pylori AddAB, primary screen, AddAB inhibitor project, absorbance; 0.29% of 330,000 active; inhibition, % at 11.9 µM; AID 435030, 2010; in the data active means inhibition above about 12%;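 further: 0% = vehicle wells of infected cells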
# MOR-DOR inv ag – inverse agonists of MOR-DOR heterodimerization, primary screen, cell-based, luminescence. Mu-type opioid receptor (Homo sapiens) + Delta-type opioid receptor (Homo sapiens), …. cell-based MOR-DOR heterodimer luminescence, inverse agonism. inhibition, % at 9.3 µM. 0.21% of 340,000 active. AID 504357, 2011; in the data active means inhibition above about 22%, passing the limit was not always enough;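 further: 0% = cells with DMSO and 100% = wells without cells with DMSO; values of inactives mirror those of a sister screen read the other way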
# Arrestin-AP2 inh – inhibitors of beta-arrestin/AP2 binding, primary screen, biochemical, GPCR trafficking, flow cytometry; 0.31% of 340,000 active; FITC-arrestin peptide / GST-AP2 beads; AP2 beta2 appendage carries R879A mutation; inhibition, % at 10 µM; beta-arrestin 1 C-terminal peptide binding to AP2 beta2-adaptin appendage (human);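 active means inhibition above a set limit, near 3 SD of compounds lacking own fluorescence, cut at about 54% in these data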;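 further: plate controls were DMSO wells for no effect and 5 µM unlabelled arrestin peptide for full effect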
#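 Material – AP2 appendage R879A on GSH beads · Buffer or medium – PBS with 0.05% Tween 20 and 0.1% BSA · Probe or stimulus – fluorescein-tagged arrestin peptide at 50 nM final · Incubation – compound with beads 12 min RT, then probe 1 h RT · Detection – high-throughput flow cytometry of beads, ex 488, em 535 nm · Evaluation – percent response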
# PKA-R1A activ – activators of PKA-R1A holoenzyme, primary screen, biochemical, fluorescence polarization, Cy5-IP20, bovine R1A, mouse PKAc; activation, % at 11.4 µM; cAMP-dependent protein kinase type I-alpha regulatory subunit (Bos taurus) + …; PKA-R1A dissociation; scaled: DMSO 0%, 113 µM cGMP 100%; 0.083% of 340,000 active;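 active means percent activation above the mean of all tested compounds plus 3 SD, cut at about 19% in these data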;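 further: higher means more PKAc released from R1A so a rise in polarization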
# The depositor's hits bear a star; i = inactive; nt = not tested or not shown. Rows were taken by chance; any-hit rate near 2.8%.
structure	DSG3 Ab inh	PKA-R1A activ	MOR-DOR ag	MOR-DOR inv ag	SUMO Mot1 rescue	phage Ecoli inh	AddAB inh	Arrestin-AP2 inh	PfHsp90 set2	Tat transport	Ecoli viability
O=C(NNC(=O)c1ccccc1F)c1ccc2nc[nH]c2c1	101	0	-3.0	16	221	1.7	5.1	-5	16	-4	2.8
Cc1cc(C)n(C(=O)C(C(=O)c2ccccc2)C(C)C)n1 (stereo unspecified)	104	-8	2.5	-13	-7	2.9	3.0	-8	-16	-1	-1.1
Cc1noc(C)c1COC(=O)c1cc2c3ccccc3n(C)c2s1	75	-6	-0.5	3	2	3.0	0.1	24	-4	9	-0.4
Cc1cnc(-c2nnc(N(C)C(=O)C3CCCO3)s2)cn1 (stereo unspecified)	100	-5	-0.7	4	694	0.6	1.6	5	-21	-2	-1.7
C/C(=N\NC(=O)CN1CCCCC1)c1cccc([N+](=O)[O-])c1	107	-7	-2.5	12	1	2.4	6.1	-1	-4	-2	1.5
CN1C(=O)CC(Sc2ccccc2C(=O)O)C1=O (stereo unspecified)	104	2	-1.3	7	17	-0.7	2.7	17	3	-8	-0.2
CCOC(=O)CNC(=O)c1cc(-c2ccc3c(c2)OCCO3)oc1C	nt	-5	-1.4	9	-7	1.6	-0.2	-22	1	-3	-3.4
COc1cc(-c2noc(-c3cccs3)n2)cc(OC)c1OC	93	-4	-0.7	3	6	0.7	4.4	-9	nt	-4	2.4
CCSc1ncc(Cl)c(C(=O)Nc2ccccc2Cl)n1	nt	4	1.9	-9	-14	-1.6	-1.4	0	4	-6	-3.3
Cc1ccc(CNC(=O)C2CCN(S(=O)(=O)N3CCOCC3)CC2)cc1	98	-4	-0.6	3	-25	2.5	0.2	2	14	-5	1.1
COc1ccc(C(=O)c2cc3cccc(OC)c3o2)cc1	97	-11	-1.6	8	2	3.3	3.4	21	4	3	1.7
CS(=O)(=O)Nc1ccc(C(=O)Nc2ccc3c(c2)OCO3)cc1	108	-11	-2.5	15	1	6.3	3.4	2	2	2	0.8
CCOC(=O)C1CCN(C(=O)CN2C(=O)NC(C)(c3ccc4cc(OC)ccc4c3)C2=O)CC1 (stereo unspecified)	92	3	0.7	-4	1	2.4	0.8	7	nt	-12	-1.1
C/C(=N\NC(=O)c1cccc(F)c1)c1ccc(Br)s1	93	-6	0.3	-2	5	0.4	-4.4	5	-5	-6	-3.6
O=C(CN1CCN(c2ncc(C(F)(F)F)cc2Cl)CC1)NCCNc1ncc(C(F)(F)F)cc1Cl	105	4	-0.8	5	18	-2.0	-1.3	3	100*	24	1.4
COc1ccc(C(=O)NCCc2c[nH]c3ccccc23)cc1OC	100	9	-3.1	16	21	2.6	1.4	-15	11	-3	0.1
COC(=O)c1ccc(C)c(NS(=O)(=O)c2ccc(NC(C)=O)cc2)c1	99	-13	-1.9	11	10	1.3	-1.6	16	0	-4	-2.0
COc1ccc(NC(=S)N2CCCC2c2ccc(OC)c(OC)c2)cc1 (stereo unspecified)	103	-10	-0.8	4	10	1.7	0.6	0	1	-7	4.2
Cc1nc(-c2ccc(C(=O)O)cc2)cs1	85	-12	-1.6	8	-14	3.6	6.5	-4	nt	1	-0.5
Cc1csc(=O)n1CCC(=O)OCC(=O)Nc1ccc(C(N)=O)cc1	101	-10	-1.0	6	-23	3.8	0.9	-2	-20	-6	2.9
CCOc1cccc(CN2CCN(CCc3ccccc3)C(CCO)C2)c1O (stereo unspecified)	109	0	1.1	-6	-3	2.3	3.1	-5	-14	-17	0.3
CCCCNC(=S)N(CCCO)Cc1cc2cc3c(cc2[nH]c1=O)OCCO3	111	-6	-1.6	8	11	0.4	0.2	0	-11	-8	-2.1
CN(C)CCCN(C(=O)c1ccc(S(=O)(=O)N2CCc3ccccc3C2)cc1)c1nc2c(F)cc(F)cc2s1	99	-13	341*	i	-29	nt	1.6	21	-14	10	2.0
COc1ccc(C(=O)NCCS(=O)(=O)NCc2ccc(C)cc2)cc1	98	5	0.2	-1	-17	0.2	-2.2	-14	9	2	0.3
Cn1c(CC(=O)Nc2ccccc2)nnc1SCC(=O)c1ccccc1	nt	-4	-2.5	10	-7	0.3	1.6	14	14	2	-2.2
COc1ccc(C(=O)Cc2ccccc2C(=O)O)cc1	106	5	-1.5	7	nt	0.5	nt	-5	-4	-11	nt
COc1ccccc1CNCC(=O)Nc1ccccc1-n1cccc1	107	12	1.8	-10	6	2.2	4.1	10	-25	8	2.8
CCOCCCNC(=O)C(NC(=O)c1ccc(=O)[nH]c1)c1ccccc1 (stereo unspecified)	104	-2	-0.3	1	1	1.8	0.8	-9	12	-4	-1.4
Clc1cccc(C2Nc3cccc4cccc(c34)N2)c1Cl	112	7	9.6	-49	-18	2.7	0.2	41	11	4	-1.8
N#Cc1nc(-c2ccccc2F)oc1NCCN1CCOCC1	103	0	-0.9	4	2	2.0	4.2	18	14	-10	-0.2
O=C1NCCCCC1NS(=O)(=O)c1cccc(C(F)(F)F)c1 (stereo unspecified)	99	3	-2.9	14	12	1.5	0.3	2	-14	5	-0.2
Cc1ccccc1C(=O)Nc1c(C(=O)N(CCN(C)C)Cc2ccco2)oc2ccccc12	106	-6	5.0	-25	6	0.0	2.1	58*	16	-6	-0.5
Cc1cc(C)n(-c2nnc3n2N=C(c2ccccc2)CS3)n1	99	1	-1.8	9	-5	1.9	-1.3	-3	-4	-5	0.8
CC(=O)Nc1cccc(N(C(=O)C2COc3ccccc3O2)C(C(=O)NC2CCCCC2)c2cn(C)nc2C)c1 (stereo unspecified)	94	-5	0.1	0	-19	5.5	0.5	-8	-2	-7	-0.6
O=c1cc(-c2ccco2)nc(-c2cccs2)o1	104	6	-2.4	14	4	-0.9	3.0	7	-9	-5	2.9
O=C(COC(=O)c1ccc2ncsc2c1)NCc1ccccc1Cl	105	13	1.5	-6	0	1.4	-0.3	30	nt	3	1.1
O=C(CCNC(=O)C1CCN(S(=O)(=O)c2ccccc2)CC1)Nc1cccc(C(F)(F)F)c1	101	-1	-2.6	13	7	1.2	1.6	-7	8	3	-1.5
COC(=O)c1ccccc1NC(=O)Oc1ccc(C(C)C)cc1	101	-5	-1.6	9	4	nt	2.3	0	-63	-1	0.6
CCOc1ccccc1NC(=O)CSc1ccc2nnc(-c3cccnc3)n2n1	121	0	-0.9	4	1	2.7	5.3	22	26	2	-1.4
CCOC(=O)N1CCN(c2cc(C)c(C(C)=O)cc2F)CC1	98	-6	2.0	-12	9	-0.6	-0.1	9	nt	-4	0.4
Cc1cccc(N(CC(=O)N2CCCCCC2)S(C)(=O)=O)c1C	98	2	-1.8	9	73	3.5	nt	0	-2	-5	nt
COc1ccccc1C(=O)Nc1ccc(Oc2nnc(-c3ccc(C)cc3)c3ccccc23)cc1	101	1	-1.4	7	-12	3.9	3.5	-10	14	4	-0.3
Cc1ccc(OCC(=O)N/N=C\c2cn(Cc3ccccc3)c3ccccc23)cc1C	104	3	2.0	-11	-11	0.7	1.1	-1	2	2	-1.1
O=C(NNC(=O)C(Cl)Cl)c1cnn(-c2ccccc2)c1C(F)(F)F	108	-2	-1.4	7	5	2.2	-1.3	1	-21	1	3.0
Cc1ccc(-n2cccc2C(=S)N=P(N(C)C)(N(C)C)N(C)C)cc1	101	0	-2.4	14	36	-0.1	0.7	24	4	-1	1.1
CC(C)(C)Sc1ccc(N)nc1	102	6	-0.2	1	-5	0.2	2.4	7	-20	-12	0.0
COc1cc2c(C(=O)NCCCN3CCN(c4cccc(Cl)c4)CC3)cn(C)c(=O)c2cc1OC	97	-4	-2.0	12	26	3.2	1.6	-6	-20	4	0.0
COc1cccc(NC(=O)CN(C)C(=O)c2ccc3c(c2)S(=O)(=O)N=C2CCCCCN23)c1	96	0	-1.7	9	-2	2.6	3.2	-6	nt	-1	2.7
Cc1ccc(SCC(=O)NCCCc2ccccc2)cc1	114	2	-0.5	3	nt	1.7	-0.3	14	nt	-5	1.3
CCOc1ccc(S(=O)(=O)Nc2ccc(C(=O)NCC3(N4CCCCC4)CCCCC3)cc2)cc1	116	-2	0.2	-2	8	3.2	5.2	4	nt	-5	2.2

# Following part.
structure	DSG3 Ab inh	PKA-R1A activ	MOR-DOR ag	MOR-DOR inv ag	SUMO Mot1 rescue	phage Ecoli inh	AddAB inh	Arrestin-AP2 inh	PfHsp90 set2	Tat transport	Ecoli viability
CCc1nnc(NC(=O)CN2C(=O)CCC2=O)s1	104	2	-1.3	7	10	0.0	1.8	18	0	-1	-2.8
O=C1/C(=C/Nc2ccc3c(c2)OCO3)CCc2ccccc21	113	-9	6.2	-36	nt	0.7	1.8	14	-4	-8	-0.4
O=C1CC(Cc2ccc(Br)cc2)C(=O)N1c1ccccc1 (stereo unspecified)	117	-12	-1.7	8	4	-1.8	-1.1	17	0	-8	-2.4
COC(=O)Oc1ccc(/C=N/NC(=O)CSCc2ccccc2Br)cc1OC	110	-2	5.0	-28	nt	2.1	2.4	0	-8	-2	1.1
C=COC(=O)NC1CCc2cc(OC)c(OC)c(OC)c2-c2ccc(SC)c(=O)cc21 (stereo unspecified)	88	-6	-5.1	22	nt	4.6	nt	34	0	-10	nt
CCC(C(=O)N/N=C/c1cccnc1)c1ccccc1 (stereo unspecified)	104	3	-3.3	23	-1	4.2	0.9	-6	3	-8	1.7
COc1ccc(S(=O)(=O)/N=C2/NC(=O)/C(=C/c3ccco3)S2)cc1	97	14	0.1	-1	-35	3.7	2.0	4	-16	-1	1.6
CCOc1cc(/C=N/NC(=O)C(N)=O)cc(Br)c1O	92	-6	0.7	-5	3	3.9	2.3	2	0	0	0.8
Cc1ccccc1N(C(=O)c1ccco1)C(C(=O)NC1CCCC1)c1cccnc1 (stereo unspecified)	88	-9	0.2	-1	260	0.4	3.5	-3	17	-3	-1.2

# Screens (PubChem)
